Bioassay records: PubChem BioAssay, several laboratories
CaV13 ICDI inh: Primary screen for inhibitors of IQ motif and Ca2+-dependent inactivation inhibitor domain binding in CACNA1D, Förster resonance energy transfer in living cells, …; HEK cells, CFP/YFP FRET ICDI-IQ, plate reader, 10 min; percent FRET-ratio fall versus neutral wells; inhibition, % at 12.3 µM; 340,000 compounds, 0.098% hits; AID 743397;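 active = mean replicate inhibition of at least 30% and at least 1% of replicates passing that level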;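 also: 0% = median of the neutral control wells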
aDG glyco act: activators of alpha-DG glycosylation, primary screen, uHTS, Pro5-aDG cells, AlphaScreen | alpha-DG glycosylation AlphaScreen (IIH6); 0% Pro5, 100% B10-LARGE cell signal | activation, % at 10 µM | 360,000 compounds, 0.22% hits | AID 624168, 2012;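 active = activation of at least 8% versus controls, or a plate z-score of at least 8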;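 also: Pro5 are CHO cells carrying HIG-tagged alpha-DG that lacks glycosylation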
Vif imaging: HIV Vif self-association inhibitors, primary screen, imaging, HEK293T, single point; HEK293T cells, Vif self-association by quenched fluorescence, 24 h; inhibition, % at 7.49 µM; 340,000 compounds, 0.35% hits; AID 602346, 2012; in the data active = inhibition above about 50%, passing the limit was not always enough; also: some results filed as inactive read as strong as hits
NR2E3 ag-1: inhibitors of NR2E3-RetCOR corepressor binding, primary screen, NR2E3 agonist project, biochemical, TR-FRET, GST-NR2E3, biotin-RetCOR | Photoreceptor-specific nuclear receptor (Homo sapiens), Q9Y5X4 | 1536-well | inhibition of corepressor binding, % at 4.78 µM | 320,000 compounds, 0.12% hits | AID 2300, 2010;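 active = percent inhibition above the cutoff of mean plus 3 SD of all tested compounds, set per screening campaign, cut at about 20% in these data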;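 also: 0% = DMSO wells and 100% = biotin wells as full block of FRET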
Target sequence (Q9Y5X4 whole entry, looked up): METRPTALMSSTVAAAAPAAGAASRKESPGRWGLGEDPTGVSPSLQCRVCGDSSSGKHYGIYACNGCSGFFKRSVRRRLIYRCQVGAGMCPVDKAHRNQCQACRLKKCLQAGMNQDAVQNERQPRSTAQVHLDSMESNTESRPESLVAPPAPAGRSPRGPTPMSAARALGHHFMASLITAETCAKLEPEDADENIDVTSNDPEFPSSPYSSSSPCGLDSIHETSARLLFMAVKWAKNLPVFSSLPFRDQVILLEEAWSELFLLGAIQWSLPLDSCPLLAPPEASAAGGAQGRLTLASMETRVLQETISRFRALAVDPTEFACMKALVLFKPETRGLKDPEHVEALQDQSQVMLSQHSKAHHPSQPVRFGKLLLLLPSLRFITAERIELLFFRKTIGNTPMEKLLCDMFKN
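Material: NR2E3–RetCOR corepressor complex | Quantity: 1.35 nM GST-tagged NR2E3 final | Schedule: 5 h at 4 °C | Replication: Singlicate compound wells | Reagent: RetCOR corepressor, biotinylated, 7 nM | Controls: Biotin wells as high control, 0.6% DMSO wells as low control | Signal: TR-FRET, Eu(K)-anti-GST donor, streptavidin-D2 acceptor, ex 340, em 617/671 nm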
Peg3 promoter: Peg3 promoter-driven luciferase inhibitors, primary screen, cell-based, HeLa, luciferase luminescence. HeLa PEG-Prom luciferase reporter, overnight. inhibition, % at 20 µM. 360,000 compounds, 1.7% hits;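 active = inhibition of at least 50% at 20 µM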
PDI inh: inhibitors of human PDI, primary screen, biochemical, turbidity, single point, plate reader; 350,000 compounds, 0.052% hits; Protein disulfide-isomerase (Homo sapiens), P07237; inhibition, % at 10 µM; PDI insulin aggregation turbidity, A650, 90 min;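 active = mean inhibition across replicates of 30% or more, whatever share of single replicates reach that level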;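 also: absorbance from insulin aggregation driven by PDI reduction with DTT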
Target sequence (P07237 whole entry, looked up): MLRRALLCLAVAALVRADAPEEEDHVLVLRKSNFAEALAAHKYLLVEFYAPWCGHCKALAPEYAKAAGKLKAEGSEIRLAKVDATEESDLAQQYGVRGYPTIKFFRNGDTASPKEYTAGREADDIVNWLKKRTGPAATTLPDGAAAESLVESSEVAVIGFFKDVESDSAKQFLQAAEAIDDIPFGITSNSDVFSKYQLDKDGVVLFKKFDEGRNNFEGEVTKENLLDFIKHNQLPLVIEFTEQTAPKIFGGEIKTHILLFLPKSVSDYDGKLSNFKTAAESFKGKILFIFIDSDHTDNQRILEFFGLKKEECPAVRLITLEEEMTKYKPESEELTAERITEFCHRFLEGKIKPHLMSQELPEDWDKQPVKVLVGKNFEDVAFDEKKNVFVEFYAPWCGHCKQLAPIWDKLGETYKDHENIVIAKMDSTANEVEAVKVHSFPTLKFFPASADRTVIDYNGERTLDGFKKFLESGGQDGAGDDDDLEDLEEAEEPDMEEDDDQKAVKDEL
HIF-2a block: HIF-2a reporter inhibitors, primary screen, luminescence, 786-0 RCC cells; 786-0 RCC cells HIF-2a reporter, luciferase luminescence, overnight; inhibition, % at 18.8 µM; 360,000 compounds, 0.72% hits; AID 624352, 2012;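 active = inhibition of the luminescence signal of 40% or more relative to plate controls, in a single-dose primary screen at 18.75 µM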
hiPSC survival: enhancers of single-cell hiPSC survival, primary screen, ATPlite luminescence; 360,000 compounds, 0.044% hits; survival enhancement, % at 20 µM; 100% = ROCK inhibitor wells, 0% = DMSO; in the data active = survival enhancement above about 18%;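 also: cells exposed to compounds for 16 hours before the ATP read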
MITF TRPM1 inh: inhibitors of MITF-dependent TRPM1 promoter reporter, primary screen, cell-based, SK-MEL-5, single point, luciferase; SK-MEL-5 TRPM1 promoter luciferase, 24 h; inhibition, % at 12.5 µM; 330,000 compounds, 0.83% hits;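 active = mean inhibition across replicates of 60% or more, whatever share of single replicates reaches that level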; also: values of inactives mirror those of a sister screen read the other way
Exocytosis inh: LAMP-1 surface exposure blockers, TALL-104 cells – cell-based, flow cytometry, MLPCN library, primary screen | TALL-104 LAMP-1 surface exposure; cells stimulated with thapsigargin and PMA | inhibition, % at 10 µM | 360,000 compounds, 0.66% hits | AID 651702, 2012;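 active = inhibition above about 55%, limit read from the data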
NR2E3 ag-2: NR2E3 agonists in two-hybrid cells, primary screen, cell-based, luminescence, CHO-S, Gal4-NCOR/VP16-NR2E3. Photoreceptor-specific nuclear receptor (Homo sapiens), Q9Y5X4. luciferase. inhibition of corepressor binding, % at 3.98 µM. 360,000 compounds, 0.35% hits. AID 602229, 2012;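 active = inhibition above the mean of all tested compounds plus 3 SD, cut at about 70% in these data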;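 also: 0% = DMSO with NR2E3 transfected cells and 100% = cells lacking NR2E3 construct; higher means lower luciferase signal from less NR2E3 corepressor binding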
* marks the source's active call; other numbers are inactive results; / = not tested or not shown.

Second line of a record – CaV13 ICDI inh, aDG glyco act, Vif imaging, NR2E3 ag-1, Peg3 promoter, PDI inh, HIF-2a block, hiPSC survival, MITF TRPM1 inh, Exocytosis inh, NR2E3 ag-2
1	CC(=O)N1CSCC1C(=O)NNS(=O)(=O)c1cccc(C(F)(F)F)c1 (stereo not given)
  -5, -0.1, -6, 2, 10, -5, 8, 0.1, 3, 4, -2
2	COc1ccccc1N1CCN(CCC(=O)Nc2cccc(Cl)c2)CC1
  -3, 0.2, -2, -2, 0, 16, 4, 0.0, -8, -4, 4
3	Cc1nnnn1/C(=C\c1ccccc1)C(=O)OCC(=O)N1CC2(C)CC1CC(C)(C)C2 (stereo not given)
  -1, 1.2, -2, 9, 31, 3, 51*, 11, 26, 2, -8
4	O=C(Nc1ccc2ccccc2c1)N1CCCN(CCOc2ccccc2)CC1
  -14, 0.3, -4, 2, 12, 26, 21, 1.9, 8, 1, -6
5	Cc1ccn2cc(C(=O)N3CCN(c4cnn(-c5ccccc5)c(=O)c4Cl)CC3)nc2c1
  -6, 1.1, -1, 2, 3, 7, 9, -0.5, 8, -1, 18
6	COCCNC(=O)Cn1nc(C(F)(F)F)c(Br)c1C
  -5, -0.1, 17, 1, 5, -5, 9, -0.5, -9, 2, 4
7	CCOC(=O)CN1C(=O)NC2(CCCc3ccccc32)C1=O (stereo not given)
  -4, -0.1, -6, 2, 0, -12, 16, 2.5, -5, 1, -18
8	O=C(CSc1ccccc1)N1CCN(c2ccccc2)CC1
  /, 0.0, /, 3, -101, -1, -96, 2.2, -32, 1, -33
9	COc1cc(NC(=O)Cc2c(C(=O)O)[nH]c3ccccc23)cc(OC)c1OC
  -7, 0.0, -4, 7, 11, -21, 14, -0.7, 8, 2, -4
10	Cc1ccc(-n2nc3c(N4CCC(C(=O)NCCc5ccco5)CC4)nnc(C)c3c2C)cc1
  -7, 1.2, 6, 3, 30, 2, 17, -0.4, 47, 11, 43
11	O=C(CSc1nnnn1C1CCCCC1)Nc1nc2c(s1)CCCC2
  -9, 0.2, -4, 0, 13, -4, -15, -0.2, -15, -4, -6
12	CC(=O)CC1c2cc(F)ccc2C=C(c2ccsc2)N1c1ccc(C#CC2(O)CCCCC2)cc1 (stereo not given)
  -9, 0.1, /, /, /, /, -10, -0.1, /, -8, 2
13	CCOC(=O)CSc1cn2c(n1)CCC2
  -4, -0.2, 4, 0, -15, 2, -17, -2.3, -4, 1, 2
14	O=C(O)C(C(O)c1ccccc1)[n+]1ccccc1 (stereo not given)
  -5, -0.1, -3, -1, -19, 2, 0, -1.9, -4, 2, 4
15	Cc1ccc(N(C)S(=O)(=O)c2cccc(C(=O)Nc3ccc(N4CCOCC4)cc3)c2)cc1
  -3, 0.5, -8, -1, 25, -3, 19, -0.6, 15, 3, 18
16	O=C(CNc1n[nH]c(=O)[nH]c1=O)N/N=C/C=C/c1ccccc1
  2, 0.0, -1, 0, -6, -6, 7, -0.5, 1, 9, -30
17	Cc1ccc(SC(C)c2nc(-c3ccccc3)no2)cc1 (stereo not given)
  -5, -0.2, -2, 1, -102, 10, -140, 3.4, -21, -1, 0
18	COc1cccc(CNC(=O)CN2C(=O)NC(Cc3ccccc3)(c3ccccc3)C2=O)c1 (stereo not given)
  -18, 0.5, 9, 3, 21, 23, 25, -1.1, 2, -2, 13
19	Cc1nc(NC(=O)CSc2nnc(C)n2CC2CCCO2)sc1C (stereo not given)
  -4, 0.2, -3, -1, 9, 3, 5, -0.8, -2, -1, 6
20	CCCCSc1ncnc2[nH]ncc12
  -3, 0.0, -6, 4, -40, 3, -55, 0.1, -8, 6, 2
21	CCOC(=O)c1[nH]cc(-c2ccccc2)c1N1CCOCC1
  -5, 0.2, 2, 0, 7, -7, 10, -0.1, 4, 0, -6
22	CCOC(=O)CNS(=O)(=O)c1cc(-c2n[nH]c(=O)c3ccccc23)ccc1C
  -6, -0.3, -9, /, 7, -5, 15, 1.4, 8, -2, -15
23	CCOCc1nnc(NC(=O)c2cc(C(=O)OC)cc([N+](=O)[O-])c2)s1
  -5, -0.2, 1, -5, -21, -4, 5, -0.3, -1, -1, -18
24	C[C@@H]1CN([C@@H](C)CO)C(=O)CCCn2cc(nn2)CO[C@H]1CN(C)S(=O)(=O)c1ccc(Cl)cc1
  -3, -0.4, -5, /, -12, 2, 7, -1.3, /, -1, -2
25	CCC12CN(C(=O)c3ccc(C)cc3)CC(CC)(CN(C(=O)c3ccc(C)cc3)C1)C2=O
  -5, -0.2, /, 0, 25, 5, 13, -0.5, 14, -4, -26
26	CCCCc1nc(NCc2ccccc2)c(C#N)c2c1CCCC2
  -6, 0.1, 16, 2, 16, -4, 8, 1.1, 12, -1, -4
27	CC(C)CCN1CCNC(=O)C1CC(=O)NCCCN1CCOCC1 (stereo not given)
  -3, -0.2, 5, 2, -16, 6, -25, -0.2, 11, 0, -14
28	Cc1cc(Cl)c(C)c(S(=O)(=O)N2CCN(C(=O)C3CCCO3)CC2)c1Cl (stereo not given)
  -3, 0.1, 25, 5, 20, -5, 13, 0.9, -12, 4, -2
29	CCCOc1ccc(NC(=O)CC2C(=O)N(Cc3ccccc3)C(=S)N2Cc2cccs2)cc1 (stereo not given)
  -3, 0.4, -18, -2, 20, -4, -19, 1.1, -1, -1, -14
30	CCC(CC)c1nnc(NC(=O)C2=COCCO2)s1
  -17, -0.3, -1, 1, -135, 9, -132, -0.3, -47, 2, -27

Ordered by length of the SMILES (falling): 10 of the compounds above
Second line of a record – CaV13 ICDI inh, aDG glyco act, Vif imaging, NR2E3 ag-1, Peg3 promoter, PDI inh, HIF-2a block, hiPSC survival, MITF TRPM1 inh, Exocytosis inh, NR2E3 ag-2
25	CCC12CN(C(=O)c3ccc(C)cc3)CC(CC)(CN(C(=O)c3ccc(C)cc3)C1)C2=O
  -5, -0.2, /, 0, 25, 5, 13, -0.5, 14, -4, -26
15	Cc1ccc(N(C)S(=O)(=O)c2cccc(C(=O)Nc3ccc(N4CCOCC4)cc3)c2)cc1
  -3, 0.5, -8, -1, 25, -3, 19, -0.6, 15, 3, 18
10	Cc1ccc(-n2nc3c(N4CCC(C(=O)NCCc5ccco5)CC4)nnc(C)c3c2C)cc1
  -7, 1.2, 6, 3, 30, 2, 17, -0.4, 47, 11, 43
29	CCCOc1ccc(NC(=O)CC2C(=O)N(Cc3ccccc3)C(=S)N2Cc2cccs2)cc1 (stereo not given)
  -3, 0.4, -18, -2, 20, -4, -19, 1.1, -1, -1, -14
22	CCOC(=O)CNS(=O)(=O)c1cc(-c2n[nH]c(=O)c3ccccc23)ccc1C
  -6, -0.3, -9, /, 7, -5, 15, 1.4, 8, -2, -15
28	Cc1cc(Cl)c(C)c(S(=O)(=O)N2CCN(C(=O)C3CCCO3)CC2)c1Cl (stereo not given)
  -3, 0.1, 25, 5, 20, -5, 13, 0.9, -12, 4, -2
4	O=C(Nc1ccc2ccccc2c1)N1CCCN(CCOc2ccccc2)CC1
  -14, 0.3, -4, 2, 12, 26, 21, 1.9, 8, 1, -6
2	COc1ccccc1N1CCN(CCC(=O)Nc2cccc(Cl)c2)CC1
  -3, 0.2, -2, -2, 0, 16, 4, 0.0, -8, -4, 4
19	Cc1nc(NC(=O)CSc2nnc(C)n2CC2CCCO2)sc1C (stereo not given)
  -4, 0.2, -3, -1, 9, 3, 5, -0.8, -2, -1, 6
13	CCOC(=O)CSc1cn2c(n1)CCC2
  -4, -0.2, 4, 0, -15, 2, -17, -2.3, -4, 1, 2

Other entries follow:
Second line of a record – CaV13 ICDI inh, aDG glyco act, Vif imaging, NR2E3 ag-1, Peg3 promoter, PDI inh, HIF-2a block, hiPSC survival, MITF TRPM1 inh, Exocytosis inh, NR2E3 ag-2
31	O=C(c1cc(-c2cccs2)on1)N1CCCCC1
  -4, -0.3, /, 0, -203, 2, -244, -0.9, -67, 11, -109
32	COCCNc1nnc(SCC(=O)c2cc(C)n(C3CC3)c2C)s1
  -5, 0.0, 19, /, -8, -12, 12, 1.5, /, 3, -8
33	OC[C@@H]1CN(Cc2ccc(-c3ccccc3)cc2)C[C@H](n2cnc3c(Nc4ccccc4)ncnc32)O1
  -5, 1.7, -18, /, 36, 8, -42, -0.2, /, 22, 50
34	COc1ccccc1CN1CC(C(=O)N(C)Cc2ccncc2C)CCC1=O (stereo not given)
  /, 0.2, 5, 3, 18, -5, 0, 1.0, -12, -4, -45
35	CCCCCn1c(CNC(=O)CCC)nc2ccccc21
  -43, 0.2, -4, -3, -12, /, -8, 1.4, 0, 6, -12
36	COc1ccc(C(C)NC(=O)c2ccccc2Cl)cc1OC (stereo not given)
  -4, -0.1, 1, -3, -5, 0, -2, -2.5, -7, -3, -7
37	O=C(Cc1ccsc1)NCC(=O)Nc1ccccc1Br
  -6, 0.0, 0, /, 8, 4, 7, 0.1, -1, 0, 2
38	O=C(c1cc2c(s1)-c1ccccc1S(=O)(=O)C2)N1CCN(Cc2ccccc2)CC1
  -6, -0.4, -13, 4, 12, -4, -41, -0.1, 15, 1, -6
39	O=C(CCc1nnc(CCCCc2ccccc2)o1)N1CCN(CCO)CC1
  -1, -0.1, 13, 2, 8, -1, 14, -0.5, 6, -1, 3
40	O=C(c1cccs1)N1CCc2ccccc2C1
  3, -0.1, 14, -1, -77, -4, -61, 1.2, -9, -15, 0
41	O=S(=O)(Nc1ccc(O)cc1)c1cccc2cccnc12
  8, 0.0, -6, 0, 1, 6, -2, 1.3, -10, 4, -7
42	CCn1c(SCC(=O)c2c(N)n(C3CC3)c(=O)[nH]c2=O)nnc1-c1ccccc1OC
  -6, 0.2, 14, 5, 15, 3, 13, 0.0, 2, 3, -27
43	C=CCN1C(=O)C(C)(C)N(C(=O)c2cccc([N+](=O)[O-])c2)c2ccccc21
  -6, -0.1, 1, 2, 22, -7, 22, -0.6, -2, 17, -11
44	NC(=O)C1(C(N)=O)OC1c1ccc(Cl)cc1Cl (stereo not given)
  -15, -0.1, 18, 3, 2, -4, 14, 2.0, -1, 0, 10
45	O=C(Nc1nc(-c2ccccn2)cs1)c1cccc(S(=O)(=O)N2CCOCC2)c1
  -6, 0.8, 15, 2, 49, 5, 15, -4.2, 41, -4, 23
46	Cc1ccc(C)c(S(=O)(=O)Nc2ccc(-n3cnnn3)cc2)c1
  /, 0.0, 9, /, 11, -9, 14, 0.5, -14, 12, 22
47	COc1ccc(C(=O)N/C(=C/c2ccco2)C(=O)NC2CCS(=O)(=O)C2)cc1 (stereo not given)
  -6, -0.5, -3, -2, -43, -5, -74, 1.8, 11, 2, -53
